High-throughput results: PubChem, National Center for Advancing Translational Sciences (NCATS)
hERG WT inh – KCNH2 (human, wildtype) channel inhibition | Q12809 | U2OS, BacMam KCNH2, thallium flux FluxOr; hits give low values | activity change, % at 1.84 µM | 340,000 compounds, 0.37% hits | AID 720551;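 active = maximum activity change below -70%; inconclusive = maximum activity change between -70% and -50%; inactive = maximum activity change above -50%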; also: % is scaled to controls: 0 for no effect and ±100 for the full control effect
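U2OS cells transduced with wild-type KCNH2 virus are loaded with FluxOr dye for 45 min, and thallium flux is measured in kinetic reads before and after stimulation buffer. Rate constants are normalized to DMSO controls.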
KCNH2 3.1 block – inhibitors of human KCNH2 3.1 potassium channel isoform; U2OS KCNH2 3.1, thallium flux FluxOr; hits give low values; activity change, % (tested at about 1.8 µM); 340,000 compounds, 0.95% hits; AID 720553;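 active = maximum activity change below -70%; inconclusive = maximum activity change from -70% to -50%; inactive = maximum activity change above -50%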;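 also: thallium influx rate constant from kinetic fluorescence after stimulation buffer; % is scaled to controls: 0 for no effect and ±100 for the full control effect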
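Steps: virus added to U2OS suspension (4 h, RT, dark); medium with 10% FBS added, cells plated, 37 C overnight; FluxOr/Red40 loading buffer 45 min RT; stimulation buffer, 2 min kinetic read; rate constant normalized.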
USP2a inh – inhibitors of human ubiquitin-specific protease USP2a | O75604 | 330,000 compounds, 0.01% hits | AID 463254 | Potency, µM (doses to about 38.3 µM), for inactives: top-dose activity change, negative = inhibition, hits mostly inhibitors | USP2 core, Ub-CHOP2 coupled fluorogenic reporter, 485/531;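 also: potency is read from the fitted curve at half-maximal effect; plate controls were DMSO wells for no effect and full inhibition by NEM control for full effect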
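USP2 core (10nM final) preincubated 30min RT with compound in 20mM Tris-HCl pH 8.0, 2mM CaCl2, 2mM beta-mercaptoethanol, 0.05% CHAPS; 25nM Ub-CHOP2 plus 25nM reporter substrate added, fluorescence (Ex485/Em531) read after 60min.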
MLL CXXC-DNA inh – inhibitors of human MLL CXXC domain-DNA interaction; Q03164; MLL-CXXC / FITC-HOXA9 DNA fluorescence polarization; Potency, µM (series often up to 115 µM), for the others: at the highest dose activity change, negative = inhibition, usual class: inhibitors; 290,000 compounds, 0.037% hits; AID 2662; active = well fitted inhibition curve with a large enough effect in the polarisation, with a control signal flat, not every such curve was filed as active; inconclusive = small, poorly fitted or top-dose-only effect, or effect the other way, or a change in a side signal; inactive = no such curve, though single readings can be large or run the other way; the % refers to the polarisation; also: potency is read from the fitted curve at half-maximal effect
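Steps: dispense CXXC domain solution (7 uM) → pin compounds or unlabeled HOX-A9 DNA control → 5 min ambient → add FLSN-HOX-A9 solution (50 nM) → spin → 30 min ambient → fluorescence polarization. Tris pH 7.5/NaCl/DTT/BSA buffer.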
Menin-MLL TR inh – menin-MLL binding inhibition, Texas Red mutant peptide; O00255; Menin + Texas Red MLL mutant peptide, fluorescence polarization; Potency, µM (highest dose often 61.6 µM), for inactives: at the top dose FP activity change, negative = inhibition, hits mostly inhibitors; 270,000 compounds, 0.23% hits; AID 1768; active = well fitted inhibition curve with a large enough effect in the polarisation, with a control signal flat, not every such curve was filed as active; inconclusive = small, poorly fitted or top-dose-only effect, or effect the other way, or a change in a side signal; inactive = no such curve, though single readings can be large or run the other way; the % refers to the polarisation; also: potency is read from the fitted curve at half-maximal effect; % of control where 0% means no effect; many of its hits are not listed in these tables
B2AR arrestin – recruits beta-arrestin to the human beta2-adrenergic receptor; 330,000 compounds, 0.02% hits; beta-arrestin recruitment to beta2AR, cell-based reporter; Potency, µM (doses to about 46.1 µM), inactives show at the top dose activation, actives largely listed as activators; AID 492947; P07550;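 also: potency is read from the fitted curve at half-maximal effect; 0% = DMSO controls and full agonism = EC100 isoproterenol or metaproterenol; nearly all actives have a fitted effect of over 65% in size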
Target sequence (P07550 whole entry, looked up): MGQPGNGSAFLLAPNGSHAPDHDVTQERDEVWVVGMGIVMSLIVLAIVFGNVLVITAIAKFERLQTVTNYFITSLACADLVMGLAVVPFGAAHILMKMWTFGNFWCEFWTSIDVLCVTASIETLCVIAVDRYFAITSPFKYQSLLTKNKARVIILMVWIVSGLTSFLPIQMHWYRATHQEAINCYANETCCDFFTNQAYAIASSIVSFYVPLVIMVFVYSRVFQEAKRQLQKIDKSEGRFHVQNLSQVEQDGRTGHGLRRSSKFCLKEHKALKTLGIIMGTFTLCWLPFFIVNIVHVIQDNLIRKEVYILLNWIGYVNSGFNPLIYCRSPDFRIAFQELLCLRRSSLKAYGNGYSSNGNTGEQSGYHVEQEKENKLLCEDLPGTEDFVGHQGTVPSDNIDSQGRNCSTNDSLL
Coupling enz – inhibits coupling enzyme system, counter-screen for aldolase hits; coupling enzyme system counterscreen, AmpLite Red fluorescence; activity change, negative = inhibition, % at 58.2 µM, hits read low; 290,000 compounds, 0.67% hits; AID 2472; in the data active = activity change below about -30%; also: % is scaled to controls: 0 for no effect and ±100 for the full control effect
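Final compound at 57.5 uM, incubated 10 min at RT with coupling enzyme reagent (glyceraldehyde-3-phosphate), then 20 min with substrate and AmpLite Red detection. Fluorescence read at 525/598 nm; tests interference with the coupling assay, not aldolase inhibition.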
PKM2 act – activators of human pyruvate kinase M2; Potency, µM (top dose mostly 57.5 µM), without a hit: at the top dose activation, usual class: activators; purified PKM2, Kinase-Glo ATP luminescence, activation; response scale: 0% is enzyme alone, no compound; AID 1631; P14618; 260,000 compounds, 0.34% hits; also: potency is read from the fitted curve at half-maximal effect; % is scaled to controls: 0 for no effect and ±100 for the full control effect; nearly all actives have a fitted effect of over 55% in size
Target sequence (P14618 whole entry, looked up): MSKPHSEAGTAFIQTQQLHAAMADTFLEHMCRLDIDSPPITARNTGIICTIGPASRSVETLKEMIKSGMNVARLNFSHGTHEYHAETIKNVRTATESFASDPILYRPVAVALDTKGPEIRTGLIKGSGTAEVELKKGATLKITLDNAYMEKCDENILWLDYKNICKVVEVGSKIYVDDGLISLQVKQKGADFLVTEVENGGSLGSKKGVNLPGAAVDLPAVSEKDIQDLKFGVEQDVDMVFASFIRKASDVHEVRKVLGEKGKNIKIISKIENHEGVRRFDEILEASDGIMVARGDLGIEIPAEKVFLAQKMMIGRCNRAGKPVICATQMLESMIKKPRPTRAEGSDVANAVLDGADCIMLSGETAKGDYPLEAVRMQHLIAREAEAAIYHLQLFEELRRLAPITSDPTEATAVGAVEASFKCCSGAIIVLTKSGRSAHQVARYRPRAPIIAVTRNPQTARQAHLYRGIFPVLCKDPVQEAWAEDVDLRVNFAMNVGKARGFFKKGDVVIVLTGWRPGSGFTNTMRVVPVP
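Purified hPK-M2 (>95% pure) converted ADP (0.1 mM final) to ATP with 0.5 mM PEP in 50 mM imidazole pH7.2, KCl, MgCl2, Tween 20, BSA; 1 h at room temperature. ATP detected by Kinase-Glo luminescence.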
GALK inh – inhibitors of human galactokinase; P51570; Purified GALK, Kinase-Glo residual ATP luminescence; Potency, µM (highest dose often 57.5 µM), without a hit: at the top dose activity change, negative = inhibition, usual class: inhibitors; 270,000 compounds, 0.007% hits; AID 1868; also: potency is read from the fitted curve at half-maximal effect; % is scaled to controls: 0 for no effect and ±100 for the full control effect
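Quantitative HTS: GALK 5 nM, ATP 35 uM, galactose 100 uM, 1 h room temperature, then luciferase-based ATP detection.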
Giardia killer – kills Giardia lamblia. Giardia lamblia trophozoite viability. activity change, % at 7.66 µM, hits read low. 340,000 compounds, 0.15% hits. AID 540267; in the data active = activity change below about -80%; inconclusive = between about -30% and that limit;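 also: parasites exposed to compound for two days anaerobically before the ATP read; % is scaled to controls: 0 for no effect and ±100 for the full control effect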
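Giardia lamblia trophozoites (100 cells/well) were incubated with compounds for 48 h at 37 deg C under anaerobic conditions. Viability was read as ATP content by one-step luminescence after 15-30 min at room temperature.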
TRPV1 ag – agonists of human vanilloid receptor 1 (TRPV1); activation, % at 8.33 µM; Q8NER1; 320,000 compounds, 0.19% hits; TRPV1-expressing cells, Fluo-8 calcium influx, agonist mode; in the data active = activation above about 80%; inconclusive = between about 30% and that limit; also: 0% is about no effect
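Fluo-8 calcium influx in TRPV1-expressing cells, kinetic read (ex 480/em 520 nm). Compound added and read 3 min for agonist activity, followed by capsaicin at EC20 final and 2 min further read for enhancement.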
The depositor's hits bear a star; ? = inconclusive; / = not tested or not shown; [ ] = remark or other dose. Unless noted, calls follow the shape of the dose curve; as a rule, active = well fitted curve in the direction sought with a large enough effect; inconclusive = small, poorly fitted or top-dose-only effect, or another doubt; inactive = no such curve, though single readings can be large; an effect the other way counts as inactive or inconclusive.

mol | hERG WT inh | KCNH2 3.1 block | USP2a inh | MLL CXXC-DNA inh | Menin-MLL TR inh | B2AR arrestin | Coupling enz | PKM2 act | GALK inh | Giardia killer | TRPV1 ag
COc1ccc(NC(=O)Nc2nnc(N3CCC(C)CC3)s2)cc1OC | -1 | 2 | 1% | 0% | 8% | -0.3% | 3 | 0% | / | 3 | 8
Cc1[nH]c2ccccc2c1C(=O)COC(=O)CCS(=O)(=O)c1ccccc1Cl | 13 | 2 | 2% | 0% | 9% | 0.1% | 0 | -2% | -3% | -2 | 2
COc1ccc(Oc2ccc(N/C=C3/CCCC3=O)cc2)cc1 | -13 | -7 | -5% | -4% | -14% | -0.6% | -10 | 8% | 1% | -6 | ?
O=S(=O)(NN1CCOCC1)c1ccc(Br)s1 | -5 | 12 | -7% | -3% | / | 0.5% | / | 1% | -1% | -3 | 20
COc1ccc(-n2c(SCC(=O)Nc3cc(C)on3)nc3ccccc3c2=O)cc1Cl | -3 | -3 | 1% | -11% | ? | -0.3% | 2 | 0% | 0% | 1 | 3
Cc1ccc(CSc2nn3c(=O)c(C)nnc3s2)cc1 | -3 | 6 | 2% | -3% | -16% | 0.0% | 1 | 28% | 1% | 4 | 4
Cc1cccc(-n2nnnc2SCC(=O)N(CC(C)C)c2c(N)n(CC(C)C)c(=O)[nH]c2=O)c1 | -7 | -11 | 2% | 3% | ? | -0.1% | 1 | -5% | -2% | 0 | 1
O=C(COC(=O)c1nc(Cl)ccc1Cl)c1ccc(Cl)s1 | / | -13 | 2% | 66%[activator] | -4% | -0.9% | 0 | -12% | -1% | 2 | 16
NC(=O)NC(CC(=O)NCCc1ccccn1)c1ccccc1Cl (stereo not given) | -2 | -8 | -1% | 0% | -10% | -0.1% | 2 | / | 3% | -18 | 3
COc1ccc(C(C(=O)NC2CCCC2)N(Cc2cccnc2)C(=O)Cc2cccs2)c(OC)c1 (stereo not given) | -10 | 15 | -5% | 10% | -5% | -0.5% | -1 | 5% | 8% | 8 | -1
Cc1c(OCC(=O)NCCCN2CCOCC2)ccc2c3c(c(=O)oc12)CCC3 | 5 | 17 | 0% | -2% | / | -0.3% | / | / | -1% | 49[activator] | 0
Cc1no[n+]([O-])c1COc1ccc(/C=C(\C#N)C(N)=O)cc1 | -8 | 16 | 3% | 10% | -8% | -3.7% | 3 | 0% | 2% | 2 | 15
COC(=O)c1ccc(COc2ccc(-c3nnn(CC(=O)NC(C)(C)C)n3)cc2)cc1 | -5 | -1 | 4% | 6% | 13% | 0.0% | 3 | 4% | 1% | -21 | 3
COc1ccc(S(=O)(=O)N2CCN(c3cnccn3)CC2)cc1 | 3 | 4 | 1% | / | / | -0.3% | / | / | / | 18 | /
COC(=O)COc1ccc(-c2nccc(-c3ccc(Br)cc3)n2)cc1 | ? | -8 | 1% | 5% | 13% | -1.0% | -1 | / | -1% | -1 | -1
COc1ccc(NC(=O)CCS(=O)(=O)c2cc3c(cc2C)NC(=O)CO3)cc1 | 3 | 9 | 1% | / | -26% | 0.1% | 0 | 0% | / | 0 | 1
Cc1ccccc1NC(=O)N1CCN(S(=O)(=O)c2ccccc2)CC1 | -2 | 9 | -1% | -4% | 11% | -0.4% | 4 | -4% | -1% | -19 | -4
CSc1cccc(NC(=O)c2cc(S(=O)(=O)N3CCCC3)cn2C)c1 | -12 | -6 | -1% | / | -16% | 0.1% | 1 | -1% | / | 7 | 0
COc1cccc(NC(=O)COC(=O)COc2ccccc2[N+](=O)[O-])c1 | 1 | -2 | 0% | 7% | 8% | -0.5% | -2 | 4% | 1% | -8 | 5
O=C(c1ccccc1Oc1ccccc1)N1CCN(c2ccccc2)CC1 | 2 | -4 | -2% | 3% | ? | 3.7% | 7 | 0% | 5% | -4 | 29
Oc1oc(-c2ccccc2Br)nc1C=Nc1ccc(Br)cn1 | 5 | / | 4% | 24% | -4% | 0.0% | -2 | -1% | -3% | 6 | ?
O=C(Cc1ccc(S(=O)(=O)N2CCOCC2)s1)NCCOc1ccccc1F | 0 | -13 | 9% | / | / | 0.0% | / | / | / | 23 | 2
CCOC(=O)c1cc(NC(=O)c2cnccn2)cc(C(=O)OCC)c1 | -9 | -1 | 1% | 14% | 0% | -0.4% | 1 | -8% | -2% | -20 | 3
N/C(=N\OC(=O)CCC1CCCC1)c1ccc(Br)cc1 | -3 | 1 | 1% | -3% | / | 0.5% | / | -1% | 0% | 0 | 4
O=C(COC(=O)c1cc(Cl)ccc1O)NCC1CCCO1 (stereo not given) | -9 | 12 | 0% | / | / | -0.1% | / | / | / | 18 | 20
OCCNCc1cc(Br)ccc1OCc1ccccc1Cl | 6 | -34 | 2% | 3% | 5% | -0.2% | 2 | -3% | 0% | 4 | 9
Cc1cc(NC(=O)c2cccs2)n(-c2ccccc2)n1 | 7 | 9 | 4% | -5% | 4% | -1.0% | 4 | 7% | 2% | -1 | 1
O=C(Nc1ccnn1C1CCN(Cc2cccc(F)c2F)CC1)C1CCCC1 | 27 | 1 | -1% | 8% | / | 0.1% | / | -6% | 5% | -6 | 23
COc1ccc(C(=O)NC(CO)c2nnc(SCc3ccc(Cl)c(Cl)c3)n2C)cc1 (stereo not given) | 14 | 7 | 1% | -1% | -20% | 0.4% | 0 | 2% | / | -8 | 3
CSc1ncccc1C(=O)Nc1nccs1 | -4 | 14 | -2% | 13% | 1% | 0.0% | -1 | -9% | -3% | -20 | -6
CS(=O)(=O)Nc1ccc2c(c1)ncn2CCc1ccccc1 | 2 | -18 | 1% | ? | 0% | -0.8% | -3 | / | -1% | -7 | 0
Cc1ccc(NC2OC(C(O)CO)C(O)C2O)cc1[N+](=O)[O-] (stereo not given) | 3 | 0 | 3% | -5% | / | -0.6% | 0 | -8% | -2% | 1 | /
CC1CCCCC12NC(=O)N(CC(=O)Nc1ccc3c(c1)OCCCO3)C2=O (stereo not given) | 8 | -7 | 2% | / | / | 0.1% | / | / | / | -1 | 2
COc1ccc(Cc2nc3ccc(C(=O)N(C)C(C)c4ccon4)cc3o2)cc1 (stereo not given) | -21 | -12 | 3% | 42%[activator] | / | 7.0% | / | 1% | -7% | 2 | -5
COc1ccccc1-c1nnc(SCC(=O)N2CC(C)CC(C)C2)o1 (stereo not given) | -1 | -7 | -2% | 17% | -9% | 0.1% | 0 | -14% | -4% | -6 | 16
COc1ccc(/C=C/C(=O)NC(=S)Nc2ccc(S(N)(=O)=O)cc2)cc1 | -4 | -22 | 2% | 9% | / | 0.8% | 0 | -1% | 5% | -7 | 0
O=C(N/N=C(\CC(=O)c1cccs1)C(F)(F)F)c1ccncc1 | -3 | 8 | -2% | 15% | / | -0.7% | 13 | -3% | -1% | -1 | 0
O=C(NN=C1CCCC1)c1ccc(O)cc1O | -7 | 9 | 1% | 6% | / | -0.2% | / | -4% | -6% | -1 | 17
O=C(/C=C/c1ccco1)OCC(=O)N1CCCCC1 | -5 | 5 | 0% | / | / | -1.3% | / | / | / | 3 | /
COc1ccc(C(=O)CN2C(=O)C(C)(C)Oc3ccc(C(=O)N4CCCCCC4)cc32)cc1 | -8 | 3 | 1% | 6% | -4% | -0.4% | 2 | 1% | 2% | -7 | ?
CNC(=O)c1cc2c(cn1)[nH]c1ccccc12 | 6 | 14 | / | 14% | -23% | / | -10 | / | / | -2 | /
CC(=O)Nc1ccc(S(=O)(=O)N(C)CC(=O)OC(C)C(=O)N(C)C2CCCCC2)cc1 (stereo not given) | -13 | 19 | 0% | -3% | / | -0.5% | / | -1% | 2% | -1 | 1
O=[N+]([O-])C(=c1ccc2c(c1)N1C3=C(CCCC3)CC3CCCCC31N=2)[N+](=O)[O-] (stereo not given) | / | / | 1% | -4% | / | -1.0% | -16 | 3% | -2% | / | -1
CN(C)c1ccc(CNC(=O)CCS(=O)(=O)c2ccc3c(c2)oc(=O)n3C)cc1 | 6 | 13 | 2% | -1% | 9% | -0.2% | 0 | / | 2% | 11 | 3
Cc1ccc(/C=N/NC(=O)Cn2nc(C)c(Br)c2C)o1 | -1 | 3 | 6% | -2% | 6% | 0.4% | 0 | 17% | 1% | 10 | -4
O=C(NCc1ccco1)C1CCN(S(=O)(=O)c2ccccc2C(F)(F)F)CC1 | -4 | -7 | -1% | / | / | -0.1% | / | / | / | -19 | 16
Cc1ccccc1CNC(=O)C(=O)NCC1OCCCN1S(=O)(=O)c1cccs1 (stereo not given) | -10 | -1 | -2% | 31%[activator] | / | 0.0% | / | -2% | -3% | 5 | 1

This is a subset, so the mix of outcomes need not match the whole.
